From PubChem
BLM helicase inh: blocks DNA unwinding by human BLM helicase; recombinant BLM DNA unwinding, fluorescence dequenching; Potency, µM (titrated, usually from 56.1 µM), for the others: at the top dose activity change, negative = inhibition, most hits filed as inhibitors; AID 2528; actives 0.2% (n = 350,000);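 further: plate controls were vehicle for no effect and no enzyme for full effect; nearly all actives have a fitted effect of over 35% in size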
Pol kappa inh: blocks human DNA polymerase kappa activity | Q9UBT6 | purified Pol kappa, fluorescent DNA synthesis assay, 10 min | Potency, µM (highest dose often 107 µM), without a hit: top-dose activity, negative = inhibition, usual class: inhibitors | actives 0.53% (n = 400,000) | AID 588579; further: on the % scale 0 is the no-effect control and ±100 the full control effect
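Activity was followed as the change in fluorescence between reads at 0 and 10 min after starting the reaction with 50 nM substrate. Beforehand, 10 nM polymerase had been preincubated with compound for 15 min at room temperature.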
GRP78 ERSR act: induces the endoplasmic reticulum stress response in human glioma cells. U87-MG GRP78 promoter luciferase reporter, 16 h. Potency, µM, without a hit: at the top dose activation, usual class: activators. actives 0.02% (n = 420,000). AID 602332; further: series mostly up to about 76 µM; % of control where 0% means no effect; nearly all actives have a fitted effect of over 35% in size
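ERSR induction read as luciferase luminescence (Bright-Glo, 10 min at room temperature) in stably transfected human U87-MG glioma cells exposed to compounds for 16 h, using GRP78 as sensor.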
* marks the source's active call; other numbers are inactive results; u = inconclusive; x = not tested or not shown; [ ] = remark or other dose. The call rests on the fitted dose curve; in most records, active means well fitted curve in the direction sought with a large enough effect; inconclusive means small, poorly fitted or top-dose-only effect, or another doubt; inactive means no such curve, though single readings can be large; an effect the other way counts as inactive or inconclusive. Potency means the concentration at half of the fitted maximal effect.

Each structure is followed by: GRP78 ERSR act | Pol kappa inh | BLM helicase inh
> O=c1[nH]c(=O)n([C@H]2C[C@@H](O)[C@@H](CO)O2)cc1C=CBr
  2% | 1%[60.1 µM] | x
> CCc1ccc(/C=C2/SC(=S)NC2=O)cc1
  -2% | -2%[60.1 µM] | x
> CN[C@H](CC(C)C)C(=O)N[C@H]1C(=O)N[C@@H](CC(N)=O)C(=O)N[C@@H]2C(=O)N[C@H]3C(=O)N[C@H](C(=O)N[C@H](C(=O)O)c4cc(O)cc(O)c4-c4cc3ccc4O)[C@H](O)c3ccc(c(Cl)c3)Oc3cc2cc(c3O[C@@H]2O[C@H](CO)[C@@H](O)[C@H](O)[C@@H]2O[C@H]2C[C@](C)(N)[C@H](O)[C@H](C)O2)Oc2ccc(cc2Cl)[C@H]1O
  -3% | 0%[60.1 µM] | x
> C/C(=C(/CCOC(=O)C(C)C)SS/C(CCOC(=O)C(C)C)=C(\C)N(C=O)Cc1cnc(C)nc1N)N(C=O)Cc1cnc(C)nc1N
  -5% | 2%[19.4 µM] | 5%
> Cc1cncc(C(=O)O)[n+]1[O-]
  -4% | 3%[19.4 µM] | -2%
> [O-][n+]1ccccc1SSc1cccc[n+]1[O-]
  -10% | 2%[60.1 µM] | 0%
> Cc1ccccc1N1C(=O)c2cc(N)ccc2N/C1=C\F
  -4% | 2%[19.4 µM] | 5%
> CC(C)(C)C(=O)OCOP(=O)(COCCn1cnc2c(N)ncnc21)OCOC(=O)C(C)(C)C
  -4% | -6%[60.1 µM] | -28%
> CCc1ncnc2cc(OC)c(OC)cc12
  -1% | 3%[19.4 µM] | 5%
> Cc1ccc(S(=O)(=O)NCl)cc1
  -4% | 3%[19.4 µM] | 3%
> NC(C(=O)O)C(O)c1ccc(O)c(O)c1 (configuration not stated)
  -1% | 0.24µM* | u
> C[C@]12CC[C@H]3c4ccc(O)cc4CC[C@@H]3[C@H]1CC[C@@H]2OC(=O)CCC1CCCC1
  u | -13%[60.1 µM] | -6%
> CN1C(=O)C[C@@H](C(=O)N[C@@H](Cc2cnc[nH]2)C(=O)N2CCC[C@H]2C(N)=O)NC1=O
  -3% | 3%[19.4 µM] | 4%
> CCC(C)(C)c1ccc(CC(C)CN2C[C@@H](C)O[C@@H](C)C2)cc1 (some centres not stated)
  -12% | 4%[19.4 µM] | 4%
> O=C(O)c1cc(N=Nc2ccc(O)c(C(=O)O)c2)ccc1O
  -6% | 3%[19.4 µM] | -7%

Each structure is followed by: GRP78 ERSR act | Pol kappa inh | BLM helicase inh
> C[C@]12CC[C@H]3c4ccc(O)cc4CC[C@@H]3[C@H]1CC[C@@H]2OP(=O)(O)O
  -2% | -10%[60.1 µM] | 3%
> FC(F)(F)COCC(F)(F)F
  -1% | 5%[19.4 µM] | 0%
> C#C[C@]1(O)CC[C@H]2[C@@H]3CCC4=CCCC[C@@H]4[C@H]3C(=C)C[C@@]21CC
  10% | -3%[19.4 µM] | -11%
> CCCOC(=O)c1ccccc1O
  -4% | -9%[19.4 µM] | 1%
> C#C[C@]1(O)CC[C@H]2[C@H]3[C@H](CC[C@@]21C)C1=C(CC(=O)CC1)C[C@@H]3C
  -2% | -8%[19.4 µM] | -8%
> CCCCCCCCCCCCCCCC(=O)OC(C)C
  -4% | 6%[60.1 µM] | -9%
> CN=C1C=CC(=C(c2ccc(N(C)C)cc2)c2ccc(N(C)C)cc2)C=C1
  -12% | -6%[19.4 µM] | u
> Cc1ccc(/C=C2/C(=O)C3(C)CCC2C3(C)C)cc1 (configuration not stated)
  -5% | -1%[19.4 µM] | -1%
> Cc1ccc(O)c2ncccc12
  -3% | -3%[19.4 µM] | 8%
> COc1cc(C(=O)N2CCCCCCC2)cc(OC)c1OC
  -4% | 8%[19.4 µM] | -7%
> CCOC(=O)Cc1ccc(-c2ccccc2)cc1
  -5% | -7%[60.1 µM] | 6%
> Cc1ccc(-c2ncc(Cl)cc2-c2ccc(S(C)(=O)=O)cc2)cn1
  -5% | 1%[60.1 µM] | 3%
> NC(=O)C(=O)N/N=C/c1ccc([N+](=O)[O-])o1
  -12% | 1%[60.1 µM] | -5%
> S=C=Nc1ccc(N=C=S)cc1
  -4% | -6%[19.4 µM] | 0%
> CCCCCCOC(=O)c1cccnc1
  -4% | 6%[60.1 µM] | -8%

Each structure is followed by: GRP78 ERSR act | Pol kappa inh | BLM helicase inh
> CC1=C(C(=O)OC(C)C)C(c2cccc([N+](=O)[O-])c2)C(C(=O)OC2CN(C(c3ccccc3)c3ccccc3)C2)=C(N)N1 (configuration not stated)
  2% | 1%[19.4 µM] | -9%
> CNc1cc(OC)c(C(=O)N[C@@H]2CCN(Cc3ccccc3)[C@H]2C)cc1Cl
  -4% | -5%[19.4 µM] | 4%
> CC[C@@]1(O)C[C@H](O[C@H]2C[C@@H](N(C)C)[C@@H](O[C@H]3C[C@@H](O)[C@@H](O[C@H]4CCC(=O)[C@@H](C)O4)[C@@H](C)O3)[C@@H](C)O2)c2c(cc3c(c2O)C(=O)c2c(O)cccc2C3=O)[C@H]1C(=O)OC
  -5% | 4.5µM* | 43%[activator]
> Cc1cc2nc3c(=O)[nH]c(=O)nc-3n(C[C@H](O)[C@H](O)[C@H](O)COP(=O)(O)OP(=O)(O)OC[C@H]3O[C@@H](n4cnc5c(N)ncnc54)[C@H](O)[C@@H]3O)c2cc1C
  2% | -2%[19.4 µM] | -1%
> OC1OC[C@@H](O)[C@H](O)[C@@H]1O (some centres not stated)
  -5% | -1%[60.1 µM] | 3%
> O=S1(=O)OC(c2ccc(O)cc2)(c2ccc(O)cc2)c2ccccc21
  -6% | -7%[60.1 µM] | -4%
> CCCCCCCCCCCC(=O)OCC(O)CO (configuration not stated)
  1% | 3%[60.1 µM] | -11%
> N#CCC(=O)NN
  -4% | -3%[19.4 µM] | 1%
> CCCCC(=O)O[C@]1(C(=O)CO)CCC2C3CCC4=CC(=O)CCC4(C)C3C(O)CC21C (some centres not stated)
  -2% | 0%[19.4 µM] | 0%
> O[C@@H]1CO[C@H]2[C@@H]1OC[C@@H]2O
  -5% | 4%[19.4 µM] | -2%
> O=C(O)CCCC/C=C(\c1ccccc1)c1cccnc1
  -2% | 5%[19.4 µM] | 2%
> CO/N=C(/C(=O)N[C@@H]1C(=O)N2C(C(=O)O)=C(CSC(=O)c3ccco3)CSC12)c1csc(N)n1 (some centres not stated)
  -4% | 0%[19.4 µM] | 0%
> COC(=O)C1=C(C#N)NC(C)=C(C(=O)OC(C)C)C1c1cccc([N+](=O)[O-])c1 (configuration not stated)
  -3% | 2%[19.4 µM] | -6%
> CC(O)CN(CCN(CC(C)O)CC(C)O)CC(C)O (configuration not stated)
  0% | -1%[19.4 µM] | 4%
> CC(C)C(=O)OCC(=O)[C@@]12OC(C3CCCCC3)O[C@@H]1CC1C3CCC4=CC(=O)C=C[C@]4(C)C3[C@@H](O)C[C@@]12C (some centres not stated)
  -2% | u | -10%

Structures listed so far shown as hits in Pol kappa inh:
Each structure is followed by: GRP78 ERSR act | Pol kappa inh | BLM helicase inh
> NC(C(=O)O)C(O)c1ccc(O)c(O)c1 (configuration not stated)
  -1% | 0.24µM* | u
> CC[C@@]1(O)C[C@H](O[C@H]2C[C@@H](N(C)C)[C@@H](O[C@H]3C[C@@H](O)[C@@H](O[C@H]4CCC(=O)[C@@H](C)O4)[C@@H](C)O3)[C@@H](C)O2)c2c(cc3c(c2O)C(=O)c2c(O)cccc2C3=O)[C@H]1C(=O)OC
  -5% | 4.5µM* | 43%[activator]

Compound profiles, from the list above:
Listed for O=C(O)CCCC/C=C(\c1ccccc1)c1cccnc1 : GRP78 ERSR act: -2%; Pol kappa inh: 5%[19.4 µM]; BLM helicase inh: 2%
Listed for Cc1ccc(O)c2ncccc12 : GRP78 ERSR act: -3%; Pol kappa inh: -3%[19.4 µM]; BLM helicase inh: 8%

Reprinted from the results shown, five compounds:
Each structure is followed by: GRP78 ERSR act | Pol kappa inh | BLM helicase inh
> CC1=C(C(=O)OC(C)C)C(c2cccc([N+](=O)[O-])c2)C(C(=O)OC2CN(C(c3ccccc3)c3ccccc3)C2)=C(N)N1 (configuration not stated)
  2% | 1%[19.4 µM] | -9%
> CNc1cc(OC)c(C(=O)N[C@@H]2CCN(Cc3ccccc3)[C@H]2C)cc1Cl
  -4% | -5%[19.4 µM] | 4%
> CC[C@@]1(O)C[C@H](O[C@H]2C[C@@H](N(C)C)[C@@H](O[C@H]3C[C@@H](O)[C@@H](O[C@H]4CCC(=O)[C@@H](C)O4)[C@@H](C)O3)[C@@H](C)O2)c2c(cc3c(c2O)C(=O)c2c(O)cccc2C3=O)[C@H]1C(=O)OC
  -5% | 4.5µM* | 43%[activator]
> Cc1cc2nc3c(=O)[nH]c(=O)nc-3n(C[C@H](O)[C@H](O)[C@H](O)COP(=O)(O)OP(=O)(O)OC[C@H]3O[C@@H](n4cnc5c(N)ncnc54)[C@H](O)[C@@H]3O)c2cc1C
  2% | -2%[19.4 µM] | -1%
> OC1OC[C@@H](O)[C@H](O)[C@@H]1O (some centres not stated)
  -5% | -1%[60.1 µM] | 3%

The list continues:
Each structure is followed by: GRP78 ERSR act | Pol kappa inh | BLM helicase inh
> CCCc1ccc(C(=O)O)cc1
  -1% | -16%[60.1 µM] | 1%
> CC(=O)NC1[C@H](O)C[C@@](O)(C(=O)O)O[C@H]1[C@H](O)[C@H](O)CO (some centres not stated)
  -5% | 5%[19.4 µM] | 1%
> C/C1=C2/[N-]C(C(CC(N)=O)[C@@]2(C)CCC(=O)NCC(C)OP(=O)([O-])O[C@H]2[C@@H](O)[C@@H](n3cnc4cc(C)c(C)cc43)O[C@@H]2CO)[C@]2(C)N=C(/C(C)=C3N=C(/C=C4N=C1C(CCC(N)=O)C\4(C)C)[C@@H](CCC(N)=O)[C@]\3(C)CC(N)=O)[C@@H](CCC(N)=O)[C@]2(C)CC(N)=O.CC(=O)O.[Co] (some centres not stated)
  -12% | 3%[19.4 µM] | 25µM*
> C[C@H]1[C@@H](OC(=O)CCC(=O)O)OC2OC3(C)CC[C@H]4[C@H](C)CC[C@@H]1[C@@]24OO3 (some centres not stated)
  -2% | 5%[19.4 µM] | 2%
> CC(=O)N[C@@H](CCC(=O)O)C(=O)O
  -3% | 4%[19.4 µM] | 5%
> CO/N=C(\C(=O)N[C@@H]1C(=O)N2C(C(=O)[O-])=C(C[n+]3cccc4c3CCC4)CS[C@H]12)c1csc(N)n1
  -4% | -18%[19.4 µM] | -9%
> C=CCN1CCCC1CNC(=O)c1cc(S(N)(=O)=O)cc(OC)c1OC (configuration not stated)
  -3% | 3%[19.4 µM] | 2%
> CO[C@H]1OC2O[C@@]3(C)CC[C@H]4[C@H](C)CC[C@@H]([C@H]1C)[C@@]24OO3 (some centres not stated)
  -2% | 3%[60.1 µM] | -5%
> CCc1oc2ccccc2c1C(=O)c1cc(I)c(O)c(I)c1
  -4% | u | -20%
> CC(C)OC(=O)c1cc2c(OC[C@@H](O)CNC(C)(C)C)cccc2[nH]1
  -4% | -7%[19.4 µM] | -1%
> CC(C)(C)CC(C)(C)c1cc(Cc2cc(C(C)(C)CC(C)(C)C)cc(-n3nc4ccccc4n3)c2O)c(O)c(-n2nc3ccccc3n2)c1
  -4% | -4%[19.4 µM] | 0%
> CO[C@H]1/C=C/O[C@@]2(C)Oc3c(C)c(O)c4c(O)c(c(/C=N\N5CCN(C6CCCC6)CC5)c(O)c4c3C2=O)NC(=O)/C(C)=C\C=C\[C@H](C)[C@H](O)[C@@H](C)[C@@H](O)[C@@H](C)[C@H](OC(C)=O)[C@@H]1C
  14% | 0%[19.4 µM] | -4%
> Cc1cc(C)c(NC(=O)CN(CC(=O)O)CC(=O)O)c(C)c1Br
  -3% | 7%[19.4 µM] | -7%
> O=[n+]1ccn([O-])c2ccccc21
  -4% | -10%[19.4 µM] | -1%
> COC1C(OC(=O)/C=C/C=C/C=C/C=C/C(=O)O)CCC2(CO2)C1C1(C)OC1CC=C(C)C (configuration not stated)
  4% | -5%[60.1 µM] | 3%

Each structure is followed by: GRP78 ERSR act | Pol kappa inh | BLM helicase inh
> CCCCC(=O)OCC(=O)[C@]1(O)Cc2c(O)c3c(c(O)c2[C@H](OC2CC(NC(=O)C(F)(F)F)C(O)C(C)O2)C1)C(=O)c1c(OC)cccc1C3=O (some centres not stated)
  -2% | u | -18%
> Oc1ccc(C(O)CNCCCCCCNCC(O)c2ccc(O)c(O)c2)cc1O (configuration not stated)
  -8% | u | 2%
> Cc1cc(=O)c(C(=O)N[C@@H](C(=O)N[C@@H]2C(=O)N3C(C(=O)O)=C(CSc4nnnn4C)CS[C@H]23)c2ccc(O)cc2)c[nH]1
  1% | 0%[19.4 µM] | 3%
> O=C(Nc1cccc(C(F)(F)F)c1)c1cc(Br)cc(Br)c1O
  u | -1%[19.4 µM] | -13%
> CN1CC(=O)N2C(Cc3c([nH]c4ccccc34)[C@H]2c2ccc3c(c2)OCO3)C1=O (some centres not stated)
  0% | -3%[19.4 µM] | -5%
> O=C1C(=O)c2ncccc2-c2cccnc21
  -6% | 8.9µM* | 16µM*
> COc1nc(N)nc2c1ncn2[C@@H]1O[C@H](CO)[C@@H](O)[C@@H]1O
  -5% | 8%[19.4 µM] | -1%
> C=CC[N+]1([C@H]2C[C@H]3[C@@H]4CC[C@H]5C[C@H](O)[C@@H](N6CCOCC6)C[C@]5(C)[C@H]4CC[C@]3(C)[C@H]2OC(C)=O)CCCC1
  -2% | -3%[19.4 µM] | 49%[activator]

A portion of the library (hit frequency here may not be typical).
